Integrin act MD: qHTS for Activators of Integrin-Mediated Alleviation for Muscular Dystrophy; 0.064% of 350,000 active; Potency, µM (highest dose often 38.3 µM), for inactives: at the top dose activation, hits mostly activators; alpha7betagal myoblasts, beta-gal FDG fluorescence, 48 h;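 further: potency means the concentration at half of the fitted maximal effect; 100% = response of the positive control SU9516; nearly all actives have a fitted effect of over 60% in size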
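Alpha7betagal+/- myoblasts (passage 13) were plated 16-24 hr, then exposed to compounds (1:260 dilution of DMSO stock) for 48 hours at 37C. After MPER lysis, β-galactosidase reporter activity was read as FDG fluorescence (ex 480/em 540) after 30 minutes.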
hERG WT inh: qHTS for Inhibitors of KCHN2 3.1: Wildtype qHTS. Voltage-gated inwardly rectifying potassium channel KCNH2 (Homo sapiens), Q12809. U2OS, BacMam KCNH2, thallium flux FluxOr; hits give low values. 0.37% of 340,000 active. activity change, % at 1.84 µM;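 active means maximum activity change below -70%; inconclusive means maximum activity change between -70% and -50%; inactive means maximum activity change above -50%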; further: on the % scale 0 is the no-effect control and ±100 the full control effect
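U2OS cells were transduced with wild-type KCNH2 virus (2.03 x 10^8 / mL) for 4 h at room temperature, then cultured overnight at 37 C. Thallium flux was read with FluxOr dye. Rate constants were normalized to DMSO controls.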
ASM inhibitor: Inhibitors of Secretory Acid Sphingomyelinase (S-ASM): qHTS. Sphingomyelin phosphodiesterase (Homo sapiens), P17405. placental ASM, HMU-PC fluorogenic substrate, 60 min. Potency, µM (doses to about 57.5 µM), without a hit: at the highest dose activity change, negative = inhibition, actives largely listed as inhibitors. 0.006% of 340,000 active. AID 504937, 2011; further: potency means the concentration at half of the fitted maximal effect
Target sequence (P17405 47-631 limits assumed): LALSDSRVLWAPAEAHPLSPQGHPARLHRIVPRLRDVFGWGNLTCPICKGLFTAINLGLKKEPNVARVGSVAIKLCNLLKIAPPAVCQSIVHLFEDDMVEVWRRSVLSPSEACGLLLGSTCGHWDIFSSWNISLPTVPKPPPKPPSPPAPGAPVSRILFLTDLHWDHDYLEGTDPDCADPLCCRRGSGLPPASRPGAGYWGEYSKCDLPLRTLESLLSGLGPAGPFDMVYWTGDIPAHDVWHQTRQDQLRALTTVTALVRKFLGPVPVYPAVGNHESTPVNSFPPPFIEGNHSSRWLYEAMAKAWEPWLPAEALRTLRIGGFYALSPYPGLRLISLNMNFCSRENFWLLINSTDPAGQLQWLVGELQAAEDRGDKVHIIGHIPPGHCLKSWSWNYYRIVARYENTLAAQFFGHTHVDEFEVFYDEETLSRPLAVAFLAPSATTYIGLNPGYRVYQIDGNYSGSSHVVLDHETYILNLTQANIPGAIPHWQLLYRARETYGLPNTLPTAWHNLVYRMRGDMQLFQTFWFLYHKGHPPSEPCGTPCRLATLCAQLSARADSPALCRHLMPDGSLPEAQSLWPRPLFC
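Human placenta-derived ASM preincubated with compound 10 min at room temperature, then reacted with 9 uM (final) fluorogenic HMU-PC substrate for 60 min at 37 C. Stop solution raises pH to 10; fluorescence read at Ex 386/Em 447 nm.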
MLL CXXC-DNA inh: qHTS Fluorescence Polarization Assay for Inhibitors of MLL CXXC domain - DNA interaction. Potency, µM (top dose mostly 115 µM), for inactives: top-dose activity change, negative = inhibition, most hits filed as inhibitors. Histone-lysine N-methyltransferase 2A (Homo sapiens), Q03164. MLL-CXXC / FITC-HOXA9 DNA fluorescence polarization. 0.037% of 290,000 active. AID 2662, 2010; active means well fitted inhibition curve with a large enough effect in the polarisation, with a control signal flat, not every such curve was filed as active; inconclusive means small, poorly fitted or top-dose-only effect, or effect the other way, or a change in a side signal; inactive means no such curve, though single readings can be large or run the other way; the % refers to the polarisation; further: potency means the concentration at half of the fitted maximal effect
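Steps: dispense CXXC domain solution (7 uM) → pin compounds or unlabeled HOX-A9 DNA control → 5 min ambient → add FLSN-HOX-A9 solution (50 nM) → spin → 30 min ambient → fluorescence polarization. Tris pH 7.5/NaCl/DTT/BSA buffer.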
AT treatment: qHTS Assay for Identifying a Potential Treatment of Ataxia-Telangiectasia; AID 485349, 2010; Potency, µM (titrated, usually from 57.5 µM), inactives show at the highest dose activation, usual class: activators; […] A-T fibroblasts, KAP-1 phosphorylation AlphaLISA; neocarzinostatin DNA damage 30 min before lysis; 0.19% of 320,000 active; further: potency means the concentration at half of the fitted maximal effect; % of control where 0% means no effect; nearly all actives have a fitted effect of over 45% in size
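ATM-like activity read as KAP-1 phosphorylation via AlphaLISA donor/acceptor antibody pairs after lysis and 6 hr at 25C. Cells were ATM-null patient fibroblasts ([…], hTERT), dosed 60 min, then exposed to the DSB inducer NCS for 30 min.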
KCNH2 3.1 inh: qHTS for Inhibitors of KCHN2 3.1: Mutant qHTS; AID 720553, 2013; 0.95% of 340,000 active; Potassium voltage-gated channel subfamily H member 2, brain isoform KCNH2 3.1 (human); U2OS KCNH2 3.1, thallium flux FluxOr; hits give low values; activity change, % (tested at about 1.8 µM);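 active means maximum activity change below -70%; inconclusive means maximum activity change from -70% to -50%; inactive means maximum activity change above -50%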;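 further: thallium influx rate constant from kinetic fluorescence after stimulation buffer; on the % scale 0 is the no-effect control and ±100 the full control effect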
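Virally transduced U2OS (3.1 isoform, 4 h infection in dark at RT) → overnight 37 C → FluxOr + Red40 in HBSS/HEPES, 45 min → stimulation buffer, 2 min kinetic read → rate constant vs DMSO controls.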
GALK inhibitor: qHTS Assay for Inhibitors of Human Galactokinase (GALK) | Purified GALK, Kinase-Glo residual ATP luminescence | Potency, µM (top dose mostly 57.5 µM), without a hit: top-dose activity change, negative = inhibition, usual class: inhibitors | P51570 | 0.007% of 270,000 active; further: potency means the concentration at half of the fitted maximal effect; on the % scale 0 is the no-effect control and ±100 the full control effect
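The enzyme phosphorylates galactose (100 uM) using ATP (35 uM); inhibition is detected as higher residual ATP, quantified by bioluminescence after 1 h reaction at room temperature, pH 8.0.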
MBNL1 CUG block: qHTS Assay for Inhibitors of MBNL1-poly(CUG) RNA binding | Potency, µM (highest dose often 57.5 µM), for inactives: at the top dose activity change, negative = inhibition, most hits filed as inhibitors | AID 2675, 2010 | 0.036% of 280,000 active | TR-FRET MBNL1-His/biotin-(CUG)12 binding, 665/545 ratio | Muscleblind-like protein 1 (Homo sapiens), Q9NR56; active means well fitted inhibition curve with a large enough effect in the signal ratio, with a control signal flat, not every such curve was filed as active; inconclusive means small, poorly fitted or top-dose-only effect, or effect the other way, or a change in a side signal; inactive means no such curve, though single readings can be large or run the other way; the % refers to the signal ratio; further: potency means the concentration at half of the fitted maximal effect; on the % scale 0 is the no-effect control and ±100 the full control effect
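Compounds (final 92 nM to 58 uM) are added to His-tagged MBNL1 and biotin-(CUG)12, then terbium anti-His antibody and streptavidin-XL665 (5 nM final). After 60 min at room temperature, the 665/545 nm ratio is read.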
TRPV1 agonist: HTS Assay for Compounds that Act as Agonists of the Vanilloid Receptor 1; TRPV1-expressing cells, Fluo-8 calcium influx, agonist mode; 0.19% of 320,000 active; activation, % at 8.33 µM; Transient receptor potential cation channel subfamily V member 1 (Homo sapiens), Q8NER1; AID 540275, 2011; in the data active means activation above about 80%; inconclusive means between about 30% and that limit; further: 0% is about no effect
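TRPV1-expressing cells were cultured overnight at 35.5C and loaded with Fluo-8 calcium dye for 40 to 90 min at room temperature. After a 10 s baseline, compound was added and calcium influx was read kinetically for 3 min (ex 480/em 520 nm).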
FBPA coupling cs: qHTS Assay for Inhibitors of Fructose-1,6-bisphosphate Aldolase from Giardia Lamblia: Coupling assay counterscreen | coupling enzyme system counterscreen, AmpLite Red fluorescence | activity change, negative = inhibition, % at 58.2 µM, hits read low | 0.67% of 290,000 active | AID 2472, 2010; in the data active means activity change below about -30%; further: on the % scale 0 is the no-effect control and ±100 the full control effect
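Coupling enzymes only (glyceraldehyde-3-phosphate) + compound, at 57.5 uM final, 10 min RT; add substrate/coupling/AmpLite Red mix, 20 min RT; fluorescence ex 525/em 598 nm. Actives flag coupling-system interference.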
* marks the source's active call; other numbers are inactive results; ? = inconclusive; / = no result given; & = joins results of further samples; [ ] = another dose, or the depositor's remark. Unless noted, the call rests on the fitted dose curve; in most records, active means well fitted curve in the direction sought with a large enough effect; inconclusive means small, poorly fitted or top-dose-only effect, or another doubt; inactive means no such curve, though single readings can be large; an effect the other way counts as inactive or inconclusive.

SMILES	Integrin act MD	hERG WT inh	ASM inhibitor	MLL CXXC-DNA inh	AT treatment	KCNH2 3.1 inh	GALK inhibitor	MBNL1 CUG block	TRPV1 agonist	FBPA coupling cs
Cc1oc(-c2ccccc2)nc1CN1C(=O)C(C)N=C(c2ccccc2F)c2cc(Cl)ccc21 (centres undefined)	11%	3	-6%	6%	1%	0	/	-6%	12	0
CC(C)c1ccc(N2C(=O)CC(=O)NC2=O)cc1	?	-3	10%	3%	-10%	-22	2%	3%	0	2
COc1ccc(C(=O)C2CCCN(Cc3ccccn3)C2)c(OC)c1 (centres undefined)	37%	/	-2%	-6%	8%	13	5%	1%	2	0
Clc1ccc(C(c2ccc(Cl)cc2)n2cc[n+](CC(OCc3ccc(Cl)cc3Cl)c3ccc(Cl)cc3Cl)c2)cc1 (centres undefined)	/	-2	?	?	-14%	0	/	/	-3	0
O=C(Cc1ccccc1)N1CCN(Cc2cccc(Br)c2)CC1	-15%	-10	2%	-5%	26%	-10	2%	-12%	?	6
CC1CCCC(NC(=O)COC(=O)c2cn(C)c3ccccc23)C1C (centres undefined)	-17%	-7	-3%	/	15%	-4	/	/	10	/
CCN1CCN(Cc2cc3c(cc2[N+](=O)[O-])OCO3)CC1	36%	-15	9%	-12%	4%	-17	4%	?	-1	-1
C[C@@H]1CC2C3CC=C4C[C@@H](O)CC[C@]4(C)C3CC[C@]2(C)[C@H]1O (some centres undefined)	?	-1	-1%	/	10%	10	/	/	/	/
Nc1nc(SCCC(F)=C(F)F)n[nH]1	13%	-12	2%	8%	2%	-9	0%	-3%	-1	1
O=C1CC(=O)N(c2cccc(F)c2)C(=O)N1	-19%	-17	4%	-5%	9%	-6	0%	3%	2	0
COP(=O)(CC(=O)O)c1ccccc1 (centres undefined)	-3%	-5	4%	3%	-1%	-4	0%	-1%	-3	3
CC12CN3CC(C)(CN(C1)C31CCSCC1)C2=O	?	4	0%	0%	5%	-3	-3%	-4%	/	1
CCN1CCN(CC(=O)c2c(C)n(Cc3ccccc3)c3ccc(OC)cc23)CC1	-42%	1	-5%	13%	0%	-5	-1%	-3%	1	0
Cn1c[n+](C)cc1C(O)c1ccccc1 (centres undefined)	7%&22%	-1&-5	3%&-1%	-3%&-4%	-2%&-4%	0&-12	1%	-8%&-9%	-1&3	0&-1
CN1CCN(C(=S)SCC(=O)Nc2ccc(Cl)cc2C(=O)c2ccccc2)CC1	-52%[inhibitor]	7	-2%	-6%	-1%	-12	1%	12%	3	4
O=C1NC(=O)C2(C(=O)N1)C(c1ccc(F)cc1)NC(=S)NC2c1ccc(F)cc1 (centres undefined)	13%	-4	-1%	-14%	/	-5	0%	7%	1	-1
CCN(CC)c1ccc(N=Cc2c(O)n(Cc3ccco3)c(=O)[nH]c2=O)cc1	-25%	6	-2%	?	-6%	-9	1%	/	?	-1
CC(=O)C1(O)CCC2C3CCC4=C(Cl)C(=O)CCC4(C)C3CCC21C (centres undefined)	-25%	-2	-1%	/	/	17	/	/	/	/
NS(=O)(=O)c1ccc(-c2ccc(C=C3C(=O)NC(=O)NC3=O)o2)cc1	21%	6	-3%	-29%	-5%	28	/	?	-4	-1
CCCCS(=O)(=O)N1CCN(C(=N)N[N+](=O)[O-])CC1	0%	-1	3%	1%	-1%	-28	1%	-10%	2	2

Arranged by number of heavy atoms (smallest number first): part of the list above
SMILES	Integrin act MD	hERG WT inh	ASM inhibitor	MLL CXXC-DNA inh	AT treatment	KCNH2 3.1 inh	GALK inhibitor	MBNL1 CUG block	TRPV1 agonist	FBPA coupling cs
COP(=O)(CC(=O)O)c1ccccc1 (centres undefined)	-3%	-5	4%	3%	-1%	-4	0%	-1%	-3	3
CC(C)c1ccc(N2C(=O)CC(=O)NC2=O)cc1	?	-3	10%	3%	-10%	-22	2%	3%	0	2
CCCCS(=O)(=O)N1CCN(C(=N)N[N+](=O)[O-])CC1	0%	-1	3%	1%	-1%	-28	1%	-10%	2	2
CCN1CCN(Cc2cc3c(cc2[N+](=O)[O-])OCO3)CC1	36%	-15	9%	-12%	4%	-17	4%	?	-1	-1
C[C@@H]1CC2C3CC=C4C[C@@H](O)CC[C@]4(C)C3CC[C@]2(C)[C@H]1O (some centres undefined)	?	-1	-1%	/	10%	10	/	/	/	/
CC1CCCC(NC(=O)COC(=O)c2cn(C)c3ccccc23)C1C (centres undefined)	-17%	-7	-3%	/	15%	-4	/	/	10	/
CN1CCN(C(=S)SCC(=O)Nc2ccc(Cl)cc2C(=O)c2ccccc2)CC1	-52%[inhibitor]	7	-2%	-6%	-1%	-12	1%	12%	3	4
CCN1CCN(CC(=O)c2c(C)n(Cc3ccccc3)c3ccc(OC)cc23)CC1	-42%	1	-5%	13%	0%	-5	-1%	-3%	1	0
Cc1oc(-c2ccccc2)nc1CN1C(=O)C(C)N=C(c2ccccc2F)c2cc(Cl)ccc21 (centres undefined)	11%	3	-6%	6%	1%	0	/	-6%	12	0

The list is partial, so the mix of outcomes need not match the whole.
